# Source: PubChem (National Center for Advancing Translational Sciences (NCATS))
# TSG101-PTAP inh: qHTS Assay for Iinhibitors of HIV-1 Budding by Blocking the Interaction of PTAP/TSG101; Tumor susceptibility gene 101 protein (Homo sapiens), Q99816; Fluorescence polarization, FITC-PTAP peptide / Tsg101 binding; Potency, µM (doses to about 115 µM), inactives show at the top dose activity change, negative = inhibition, hits mostly inhibitors; 340,000 tested, under 10 active; active = well fitted inhibition curve with a large enough effect in the main read-out, with a control signal flat, not every such curve was filed as active; inconclusive = small, poorly fitted or top-dose-only effect, or effect the other way, or a change in a side signal; inactive = no such curve, though single readings can be large or run the other way; note: potency is the fitted concentration of half-maximal effect; % of control where 0% means no effect
#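 Tsg101 binding domain (10 uM final) was mixed with compound and a FITC-labeled PTAP peptide (50 nM final) in HEPES pH 7.5 buffer with NaCl, Tween 20, EDTA and TCEP; fluorescence polarization was read after 20 min at r.t.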
# ELG1 repair inh: qHTS screen for small molecules that inhibit ELG1-dependent DNA repair in human embryonic kidney (HEK293T) cells expressing luciferase-tagged ELG1; Potency, µM (top dose mostly 46.1 µM), for the others: at the top dose activity change, negative = inhibition, most hits filed as inhibitors; HEK293T ELG1-luciferase reporter, luminescence, 16 h; DNA damage induced by 5-fluorouridine; AID 504467, 2011; 2.3% of 330,000 active; note: potency is the fitted concentration of half-maximal effect; % is set by controls: 0 for no effect and ±100 for the full control effect; nearly all actives have a fitted effect of over 55% in size
#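 HEK293T cells expressing luciferase-tagged ELG1 (2,000/well) received 5-Fluorouridine plus compound or DMSO for 16 hr at 37 °C. Luciferase was read by ONE-Glo luminescence after 30 min at room temperature.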
# Mito fusion yeast: qHTS Assay for Small Molecule Inhibitors of Mitochondrial Division or Activators of Mitochondrial Fusion; AID 485298, 2010; S. cerevisiae fusion-defective mutant growth rescue, CellTiterGlo 48 h; Potency, µM (highest dose often 46.1 µM), without a hit: at the top dose growth rescue (activation), usual class: activators; 0.23% of 320,000 active;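 note: potency is the fitted concentration of half-maximal effect; % of control where 0% means no effect; nearly all actives have a fitted effect of over 45% in size; temperature-sensitive fusion mutants such as fzo1-1 at 37 °C on non-fermentable ethanol glycerol medium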
#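 Yeast fusion mutant, YPEG (non-fermentable carbon), compound, 48 h at 37C non-permissive; CellTiterGlo added, 10 min RT, luminescence read. Rescued growth = division inhibition.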
# Tb PFK block: qHTS Assay to Find Inhibitors of T. brucei phosphofructokinase | ATP-dependent 6-phosphofructokinase (Trypanosoma brucei brucei), O15648 | T. brucei PFK, ADP-Glo luminescence | Potency, µM (doses to about 57.5 µM), inactives show at the top dose activity, negative = inhibition, most hits filed as inhibitors | 0.17% of 330,000 active | AID 485367, 2010;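 note: potency is the fitted concentration of half-maximal effect; 0% = uninhibited 1x PFK enzyme wells and -100% = no-enzyme wells; nearly all actives have a fitted effect of over 60% in size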
# Target sequence (O15648 whole entry, looked up): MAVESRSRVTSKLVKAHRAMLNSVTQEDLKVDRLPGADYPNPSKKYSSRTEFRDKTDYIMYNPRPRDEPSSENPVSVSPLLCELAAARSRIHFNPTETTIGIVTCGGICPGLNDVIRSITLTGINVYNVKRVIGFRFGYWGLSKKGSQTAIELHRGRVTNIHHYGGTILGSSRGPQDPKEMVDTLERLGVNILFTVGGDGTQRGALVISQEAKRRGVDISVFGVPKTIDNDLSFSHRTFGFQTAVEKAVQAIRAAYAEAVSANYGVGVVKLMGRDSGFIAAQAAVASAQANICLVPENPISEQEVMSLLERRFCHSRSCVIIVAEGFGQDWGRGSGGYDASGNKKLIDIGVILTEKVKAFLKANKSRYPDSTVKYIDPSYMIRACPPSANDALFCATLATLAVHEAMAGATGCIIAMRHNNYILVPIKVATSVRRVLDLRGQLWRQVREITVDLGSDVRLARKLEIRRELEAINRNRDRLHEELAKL
#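 ADP-Glo luminescence quantified ADP after 45 min at room temperature, with 1.25 nM T. brucei PFK, 0.1 mM ATP and 0.5 mM fructose-6-phosphate in pH 8.0 TEA buffer. qHTS titrations up to 57 µM; curves classified by quality.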
# TCR activator: Activators of T cell receptors: qHTS campaign | 330,000 tested, under 10 active | Potency, µM (series often up to 9.22 µM), inactives show at the top dose activation of IL-2 secretion, hits mostly activators | primary human leukocytes, anti-CD3, IL-2 HTRF, 48 h | AID 504894, 2011; note: % of control where 0% means no effect
#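 IL-2 produced over 48 hr by a-CD3 bead-stimulated primary human leukocytes exposed to compounds was detected with a homogeneous time-resolved FRET immunoassay, 665nm acceptor signal after 320nm excitation.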
# TSHR antagonist: Antagonists of the Thyroid Stimulating Hormone Receptor: HTS campaign | AID 504810, 2011 | Thyrotropin receptor (Homo sapiens), P16473 | 0.2% of 330,000 active | TSHR-expressing cells, TSH-stimulated cAMP HTRF, 2 h; hits give low values | activity change, negative = inhibition, % at 11.5 µM;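 active = activity change below a set negative limit, meaning inhibition stronger than a set level, cut at about -70% in these data; inconclusive = activity change between two set negative limits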; note: % is set by controls: 0 for no effect and ±100 for the full control effect
#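 Inhibition of cAMP made by TSHR-expressing cells under TSH stimulation (4nM final, EC80; 2 h, 37 deg C) is quantified with a one-step lysis HTRF kit, anti-cAMP cryptate versus cAMP-d2.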
# Eya2 inh: qHTS Assay for Inhibitors of the Phosphatase Activity of Eya2 | recombinant Eya2, OMFP fluorescence dephosphorylation (OMFP is methylfluorescein phosphate) | Potency, µM (highest dose often 76.9 µM), for the others: at the top dose activity, negative = inhibition, actives largely listed as inhibitors | 0.006% of 330,000 active | Protein phosphatase EYA2 (Homo sapiens), O00167; note: potency is the fitted concentration of half-maximal effect; % is set by controls: 0 for no effect and ±100 for the full control effect
# Target sequence (O00167 whole entry, looked up): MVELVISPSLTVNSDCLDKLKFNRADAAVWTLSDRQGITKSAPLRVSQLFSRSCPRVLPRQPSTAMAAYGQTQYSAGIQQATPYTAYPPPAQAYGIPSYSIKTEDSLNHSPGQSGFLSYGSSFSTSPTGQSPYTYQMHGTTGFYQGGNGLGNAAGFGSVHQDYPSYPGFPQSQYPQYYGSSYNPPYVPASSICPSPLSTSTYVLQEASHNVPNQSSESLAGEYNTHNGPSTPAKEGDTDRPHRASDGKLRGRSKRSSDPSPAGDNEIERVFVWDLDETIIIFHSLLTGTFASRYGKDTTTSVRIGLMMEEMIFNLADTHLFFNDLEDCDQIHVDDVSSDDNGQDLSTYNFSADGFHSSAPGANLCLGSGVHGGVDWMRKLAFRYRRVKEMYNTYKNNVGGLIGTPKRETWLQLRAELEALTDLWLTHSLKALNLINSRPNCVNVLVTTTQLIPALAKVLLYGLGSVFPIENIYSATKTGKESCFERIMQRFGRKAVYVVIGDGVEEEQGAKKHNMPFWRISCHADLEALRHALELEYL
#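 Eya2 protein (added as 0.2 uM solution) was preincubated with compound for 10 min at ambient temperature in 50 mM HEPES pH 7.5, 50 mM NaCl, 5 uM MgCl2, 0.05% BSA, 1 mM DTT. OMFP (added at 50 uM) then reacted 10 min; fluorescence read at 485/525 nm.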
# S-ASM inh: Inhibitors of Secretory Acid Sphingomyelinase (S-ASM): qHTS | Sphingomyelin phosphodiesterase (Homo sapiens), P17405 | placental ASM, HMU-PC fluorogenic substrate, 60 min | Potency, µM (top dose mostly 57.5 µM), inactives show at the highest dose activity change, negative = inhibition, usual class: inhibitors | 0.006% of 340,000 active; note: potency is the fitted concentration of half-maximal effect
#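 Human placenta-derived ASM preincubated with compound 10 min at room temperature, then reacted with 9 uM (final) fluorogenic HMU-PC substrate for 60 min at 37 C. Stop solution raises pH to 10; fluorescence read at Ex 386/Em 447 nm.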
# Integrin act MD: qHTS for Activators of Integrin-Mediated Alleviation for Muscular Dystrophy; alpha7betagal myoblasts, beta-gal FDG fluorescence, 48 h; Potency, µM (doses to about 38.3 µM), for inactives: top-dose activation, most hits filed as activators; 0.064% of 350,000 active; AID 624291, 2012;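 note: potency is the fitted concentration of half-maximal effect; 100% = response of the positive control SU9516; nearly all actives have a fitted effect of over 60% in size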
#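 Alpha7betagal+/- myoblasts (passage 13) were plated 16-24 hr, then exposed to compounds (1:260 dilution of DMSO stock) for 48 hours at 37C. After MPER lysis, β-galactosidase reporter activity was read as FDG fluorescence (ex 480/em 540) after 30 minutes.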
# BCR signal inh: qHTS Assay to Find Inhibitors of Chronic Active B-Cell Receptor Signaling; ABC-DLBCL IkBa-CBG/CBR reporter, luminescence ratio, 4 h; Potency, µM (doses to about 46.1 µM), for the others: at the top dose ratio change, negative = lower green/red ratio, hits mostly inhibitors; 0.05% of 340,000 active; AID 493014, 2011; active = well fitted inhibition curve with a large enough effect in the signal ratio, with a control signal flat, not every such curve was filed as active; inconclusive = small, poorly fitted or top-dose-only effect, or effect the other way, or a change in a side signal; the % refers to the signal ratio;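 note: potency is the fitted concentration of half-maximal effect; plate controls were basal doxycycline-induced cells for no effect and cells given 10 µM MG132 for full effect; MG132 reads +100%, hits lower the ratio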
#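 Concentration-response series (up to 46 uM) were applied to TMD8 dual-reporter cells for 4 h at 37C with doxycycline. Green/red ratio, after filter-overlap correction, defined %Activity; red signal alone was normalised to basal cells and zero luminescence.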
# A-T KAP1 phos: qHTS Assay for Identifying a Potential Treatment of Ataxia-Telangiectasia; […] A-T fibroblasts, KAP-1 phosphorylation AlphaLISA; neocarzinostatin DNA damage 30 min before lysis; Potency, µM (titrated, usually from 57.5 µM), inactives show at the top dose activation, usual class: activators; 0.19% of 320,000 active; AID 485349, 2010; note: potency is the fitted concentration of half-maximal effect; % of control where 0% means no effect; nearly all actives have a fitted effect of over 45% in size
#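 hTERT-immortalized A-T patient fibroblasts ([…]), 500 cells/well in OPTI-MEM, 1% FBS, got compounds for 60 min, then NCS for 30 min at 37C. Lysates were then assayed for phospho-KAP-1 by AlphaLISA (anti-pKAP1 donor, anti-KAP1 acceptor beads), 6 hr at 25C.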
# * = called active by the depositor; ? = inconclusive; · = not tested or not shown; [ ] = remark or other dose. Unless noted, calls come from the whole dose curve; as a rule, active = well fitted curve in the direction sought with a large enough effect; inconclusive = small, poorly fitted or top-dose-only effect, or another doubt; inactive = no such curve, though single readings can be large; an effect the other way counts as inactive or inconclusive.
SMILES,TSG101-PTAP inh,ELG1 repair inh,Mito fusion yeast,Tb PFK block,TCR activator,TSHR antagonist,Eya2 inh,S-ASM inh,Integrin act MD,BCR signal inh,A-T KAP1 phos
Clc1cc(Cl)c2nc(N3CCOCC3)sc2c1,-9%,?,-1%,1%,0%[46.1 µM],-10,-12%,-1%,0%,?,4%
O=C(COC(=O)/C=C/C(=O)N1CCN(c2ccccc2)CC1)NC(c1ccccc1)c1ccccc1,-2%,-13%,26%,4%,10%,22,?,0%,-57%[inhibitor],?,8%
O=c1/c(=C\c2cc([N+](=O)[O-])cc([N+](=O)[O-])c2O)sc2nc3ccccc3n12,2%,-16%,6%,?,1%,5,6%,23%,7%,0%,-12%
N/C(=N\OS(=O)(=O)c1cc(Cl)ccc1Cl)c1ccncc1,-2%,0%,-4%,5%,-50%,17,-1%,0%,9%,3%,-1%
COc1ccccc1CN(C(=O)CNC(=O)c1ccco1)C(C(=O)NCC1CCCO1)c1ccc(OC)c(OC)c1 (centres undefined),0%,13%,14%,2%,2%,16,-13%,3%,12%,-6%,3%
CC(C)c1cc2c(c(O)c1O)[C@@]13CCCC(C)(C)C1CC2OC3=O (some centres undefined),0%,10%,-8%,16%,-8%,-22,-7%,-2%,-23%,-2%,3%
CC(Oc1ccc(Cl)cc1Cl)/C(N)=N/O (centres undefined),0%,24%,-1%,-17%,3%,4,14%,-2%,16%,-8%,6%
Cn1c(SCC(=O)NCC2CCCO2)nc2scc(-c3ccccc3)c2c1=O (centres undefined),-4%,?,0%,0%,-1%,2,6%,-1%,7%,0%,3%
COc1cccc(/C=C/C(=O)OCC(=O)Nc2cccc(S(=O)(=O)N3CCOCC3)c2)c1OC,-2%,20%,1%,-4%,11%,2,-4%,3%,4%,-17%,20%
CC(C)C(=O)N1CCC(CN=CC2=C(O)CC(C)(C)CC2=O)CC1,-1%,4%,-3%,1%,-2%[46.1 µM],-8,6%,0%,-6%,-1%,0%
Cc1cc(C)cc(C(=O)NCC(=O)N2CCN(C(c3ccccc3)c3ccccc3)CC2)c1,-2%,-17%,-18%,0%,1%,-12,-10%,-2%,?,4%,3%
CC(NS(=O)(=O)c1cccc(S(=O)(=O)c2ccccc2)c1)C(=O)O (centres undefined),1%,12%,0%,0%,-20%[46.1 µM],25,13%,5%,7%,-4%,-2%
COCCN1Cc2cccc(C(=O)Nc3ccc(C)cc3)c2C1=O,-3%,-15%,2%,-2%,4%,-10,10%,-3%,14%,9%,0%
O=C(CSc1ccccn1)Nc1cccc([N+](=O)[O-])c1,-2%,4%,12%,-9%,2%,0,6%,-2%,-9%,-3%,1%
CC(C(=O)NCc1cccnc1)N1C(=O)c2ccccc2C1=O (centres undefined),-2%,11%,-1%,0%,1%[46.1 µM],4,1%,0%,7%,1%,20%
COc1cc(C(=O)N2CCCc3ccccc32)cc(OC)c1OC,-4%,?,-5%,0%,-2%[46.1 µM],15,-4%,-1%,7%,-10%,12%
Cc1cc(NC(=O)COC(=O)CCS(=O)(=O)c2ccc(Cl)cc2)no1,2%,2%,-12%,-2%,-4%,-6,4%,4%,8%,1%,3%
O=C(Nc1cc(-c2ccccc2)[nH]n1)c1ccccc1F,-5%,?,-1%,-10%,-10%,12,-14%,1%,9%,?,-4%
O=C(COC(=O)c1ccccn1)c1cccc(Br)c1,-6%,1%,1%,0%,-1%,13,-1%,2%,10%,5%,-1%
O=C1CN(C(=O)COC(=O)/C=C/c2ccc(S(=O)(=O)N3CCOCC3)cc2)c2ccccc2N1,-3%,12%,1%,0%,0%,-7,4%,8%,-14%,-1%,3%
Cc1cccc(C)c1NC(=O)CNC(=O)c1ccc2c(c1)OCCO2,0%,10%,-10%,-2%,1%,-4,0%,1%,11%,-12%,-8%
CC(=O)N(NC(N)=O)C(C)CC(=O)C1C(C)C=CCC1(C)C (centres undefined),-6%,?,4%,-4%,-7%,10,-1%,1%,20%,1%,-13%
CC1(C)CC2CC(C)(CN2C(=O)CCCN2C(=O)c3ccccc3C2=O)C1 (centres undefined),1%,-4%,6%,3%,-77%,-1,-17%,-2%,0%,?,-1%
CCOc1ccc(NC(=S)N(Cc2ccc(N(C)C)cc2)Cc2ccco2)cc1,0%,?,-11%,1%,2%,-11,-9%,-5%,-42%,?,0%

# Full records, quoted from the list. Screens in order: TSG101-PTAP inh, ELG1 repair inh, Mito fusion yeast, Tb PFK block, TCR activator, TSHR antagonist, Eya2 inh, S-ASM inh, Integrin act MD, BCR signal inh, A-T KAP1 phos
# Cc1cccc(C)c1NC(=O)CNC(=O)c1ccc2c(c1)OCCO2 across the screens: 0%, 10%, -10%, -2%, 1%, -4, 0%, 1%, 11%, -12%, -8%
# O=C(CSc1ccccn1)Nc1cccc([N+](=O)[O-])c1 across the screens: -2%, 4%, 12%, -9%, 2%, 0, 6%, -2%, -9%, -3%, 1%
# COCCN1Cc2cccc(C(=O)Nc3ccc(C)cc3)c2C1=O across the screens: -3%, -15%, 2%, -2%, 4%, -10, 10%, -3%, 14%, 9%, 0%
# CC1(C)CC2CC(C)(CN2C(=O)CCCN2C(=O)c3ccccc3C2=O)C1 (centres undefined) across the screens: 1%, -4%, 6%, 3%, -77%, -1, -17%, -2%, 0%, ?, -1%

# Other entries.
SMILES,TSG101-PTAP inh,ELG1 repair inh,Mito fusion yeast,Tb PFK block,TCR activator,TSHR antagonist,Eya2 inh,S-ASM inh,Integrin act MD,BCR signal inh,A-T KAP1 phos
O=C(Nc1ccccc1)[C@@H]1CCCN1S(=O)(=O)c1ccc(Cl)cc1,2%,-17%,·,1%,2%[46.1 µM],1,3%,-1%,17%,1%,27%
Cc1c(Cl)c([N+](=O)[O-])nn1CCCC(=O)N1CCN(c2ccccc2)CC1,-7%,-20%,6%,-16%,2%,12,3%,0%,-6%,-6%,0%
CC(=NCc1ccco1)c1c(C)[nH]n(-c2nc3ccccc3s2)c1=O,-8%,?,-4%,-4%,1%,-5,27%,6%,-8%,?,6%
COc1ccc(NC(=O)CNC(=O)c2ccco2)cc1S(=O)(=O)Nc1cc(C)ccc1Br,0%,-28%,·,0%,6%[46.1 µM],10,-5%,-14%,-11%,?,-7%
CCOc1ccc(N2C(=O)CC(Sc3ncccn3)C2=O)cc1 (centres undefined),-9%,7%,-1%,0%,3%,0,0%,7%,4%,3%,1%
CC(=O)Nc1ccc(Nc2ncnc3c2nnn3Cc2ccccc2Cl)cc1,-6%,-1%,9%,4%,6%,16,-7%,-14%,3%,-3%,2%
O=C(O)CCNc1nc(-c2ccccc2)nc2ccccc12,-5%,6%,2%,3%,4%,-17,-2%,4%,7%,1%,1%
CC(=O)c1cccc(NC(=O)COC(=O)c2ccc(S(C)(=O)=O)c([N+](=O)[O-])c2)c1,-3%,?,1%,1%,-5%,-23,3%,-5%,-22%,?,-2%
O=c1c2ccccc2c(C=NC2CCN(Cc3ccccc3)CC2)c(O)n1Cc1ccc2c(c1)OCO2,·,6.5µM*,4%,0%,·,15,3%,·,·,3%,-11%
